PMI act hi M6P: activators of human phosphomannose isomerase at near-saturating mannose 6-phosphate. P34949. coupled PMI enzyme assay, resazurin fluorescence, 20 min; stronger effect = higher value; 1 = untreated enzyme, 0 = substrate-free blank. activation factor at 20 µM. actives 0.34% (n = 190,000). AID 1216;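 active means activation factor of 2 or more at 20 µM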
Target sequence (P34949 whole entry, looked up): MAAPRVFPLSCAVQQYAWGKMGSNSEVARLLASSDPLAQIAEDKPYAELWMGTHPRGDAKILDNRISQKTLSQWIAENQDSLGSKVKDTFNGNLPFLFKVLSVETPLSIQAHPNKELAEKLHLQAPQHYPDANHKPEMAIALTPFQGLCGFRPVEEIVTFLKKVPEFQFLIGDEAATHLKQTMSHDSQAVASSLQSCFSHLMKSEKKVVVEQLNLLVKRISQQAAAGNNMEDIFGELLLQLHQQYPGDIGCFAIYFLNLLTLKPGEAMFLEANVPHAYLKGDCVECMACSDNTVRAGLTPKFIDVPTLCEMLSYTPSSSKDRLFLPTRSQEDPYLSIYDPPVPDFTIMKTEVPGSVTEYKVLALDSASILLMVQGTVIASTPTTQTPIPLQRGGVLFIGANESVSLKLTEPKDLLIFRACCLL
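assay system = human phosphomannose isomerase with PGI, G6PDH, diaphorase coupling enzymes | quantity = 15 ng/mL PMI | incubation = enzyme reaction with compound 20 min at room temperature | medium = HEPES pH 7.4 buffer with MgCl2 and Tween-20 | compound dosing = one concentration, 20 µM, in 1% DMSO | measured by = Diaphorase-driven resazurin-to-resorufin fluorescence, excitation 544, emission 590 nm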
TNAP act hiacc: increases human TNAP activity under high phosphate acceptor concentration; AID 1136; purified TNAP, CDP-star luminescence, 1 M DEA, 30 min; stronger effect = higher value; 0 = EDTA background, 1 = DMSO-only activity; 200,000 tested, under 10 active; activation factor at 20 µM; P05186;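 active means activation factor at least 2 at 20 µM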
Target sequence (P05186 whole entry, looked up): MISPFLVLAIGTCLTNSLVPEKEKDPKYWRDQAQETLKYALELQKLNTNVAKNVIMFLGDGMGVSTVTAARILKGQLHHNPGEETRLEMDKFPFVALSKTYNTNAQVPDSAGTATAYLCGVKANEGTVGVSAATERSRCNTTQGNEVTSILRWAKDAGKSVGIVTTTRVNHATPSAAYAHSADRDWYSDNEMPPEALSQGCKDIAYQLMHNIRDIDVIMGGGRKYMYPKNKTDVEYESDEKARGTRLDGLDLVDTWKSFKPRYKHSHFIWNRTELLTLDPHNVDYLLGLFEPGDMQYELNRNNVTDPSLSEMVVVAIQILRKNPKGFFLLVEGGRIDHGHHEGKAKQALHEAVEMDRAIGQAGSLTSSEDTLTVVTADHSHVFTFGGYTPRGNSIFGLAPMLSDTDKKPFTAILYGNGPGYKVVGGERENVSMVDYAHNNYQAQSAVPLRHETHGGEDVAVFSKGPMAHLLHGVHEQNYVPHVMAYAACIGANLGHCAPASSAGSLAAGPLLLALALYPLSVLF
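Dosing: 20 µM single point. System: human TNAP. Amount: TNAP 1/800 final. Incubation: 30 min, room temperature. Read-out: TNAP activation factor scaled between EDTA and DMSO control wells. Signal: luminescence from CDP-star hydrolysis. Medium: 1 M DEA, pH 9.8, Mg2+, Zn2+. Control set: EDTA negative control, DMSO positive control.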
TNAP inh noacc: blocks human TNAP activity with no phosphate acceptor present; actives 0.26% (n = 200,000); purified TNAP, CDP-star luminescence, 30 min; P05186; inhibition, % at 20 µM;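 active means tissue-nonspecific alkaline phosphatase inhibition above about 50% at 20 µM in the single-dose screen, limit read from the data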;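 further: 0% = DMSO negative control and 100% = EDTA positive control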
APP 5'UTR act: activates APP 5'UTR luciferase reporter; SH-SY5Y APP 5'UTR luciferase reporter, luminescence; zero percent = DMSO vehicle wells; activation, % at 2 µM; actives 1% (n = 190,000);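 active means activation above a set limit, based on mean plus 3 SD of controls, cut at about 140% in these data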; further: values of inactives mirror those of a sister screen read the other way
TNAP inh hiacc: inhibitors of human TNAP at high phosphate acceptor concentration; P05186; inhibition, % at 20 µM; purified TNAP, CDP-star luminescence, 1 M DEA; actives 0.03% (n = 200,000);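 active means over 50% inhibition of tissue-nonspecific alkaline phosphatase at 20 µM in the single-dose screen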;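 further: plate controls were DMSO wells for no effect and EDTA-quenched wells as full inhibition for full effect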
FLuc inh counter: Photinus pyralis luciferase inhibition counter-screen; P08659; ATPLite firefly luciferase biochemical luminescence, 10 min; inhibition, % at 10 µM; actives 1.5% (n = 200,000);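 active means inhibition above about 50% when tested at 10 µM, limit read from the data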
bIAP activator: intestinal alkaline phosphatase (bovine) activation; purified bovine IAP, CDP-star luminescence, 30 min; stronger effect = higher value; fold of DMSO-control signal, blank-subtracted; activation factor at 20 µM; actives 0.17% (n = 200,000);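 active means activation factor of 2 or more at 20 µM, a signal rise over negative controls twice the positive control's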
NF-kB expr up: raises NF-kB expression in human neuronal cells; NF-kB reporter expression; stronger effect = higher value; actives 1.6% (n = 190,000); fold change at 12.5 µM; in the data active means fold change above about 3.3
FLuc act counter: affects firefly luciferase, flagging false hits in luciferase stimulation screens; 200,000 tested, under 10 active; ATPlite luciferase biochemical, luminescence, 10 min; 0 = ATP-free wells, 1 = DMSO control; P08659; activation factor at 10 µM;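 active means luciferase activation factor, scaled between plate controls, of at least 2 with compound at 10 µM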
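Assay system: Luciferase/luciferin reagent mix; Medium: PBS as buffer for the ATP substrate; Dosing: test compounds dosed from 2 mM stocks in 100% DMSO; Times: 10 min, room temperature; Signal: luminescence from luciferase reaction; Read-out: luciferase activation; Controls: No-ATP low control, compound-free enzyme-plus-ATP high control.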
PMI act: activators of human phosphomannose isomerase; purified human PMI, coupled resazurin fluorescence, 20 min; stronger effect = higher value; 1 = vehicle control, 0 substrate-free wells; actives 0.005% (n = 190,000); activation factor at 20 µM;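 active means activation factor of 2 or more at 20 µM, relative to plate controls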
* marks the source's active call; other numbers are inactive results; · = not tested or not shown.

SMILES	PMI act hi M6P	TNAP act hiacc	TNAP inh noacc	APP 5'UTR act	TNAP inh hiacc	FLuc inh counter	bIAP activator	NF-kB expr up	FLuc act counter	PMI act
CCc1cc2ccc(OC)cc2nc1SCC(=O)NNC(=O)c1ccco1	0.9	1	-63	-11	-3	-7	1.1	1.1	1.1	1.1
O=C(COc1cccnc1[N+](=O)[O-])NCc1cccs1	1	1	-9	-17	1	-2	1	1.3	1	1.1
CCCn1nnnc1NCc1ccc(Cl)cc1Cl	1	1	-8	-7	-4	-7	1	1.2	1.1	0.9
COc1ccc(N2CCN(Cc3nc4scc(-c5cccs5)c4c(=O)[nH]3)CC2)cc1	1	1.1	-17	43	-5	-8	1.2	0.97	1.1	1
CCCCCCNC(=O)Cc1c(O)c2ccccc2[nH]c1=O	1	1.1	-7	-5	-8	-1	0.9	1.1	1	1
Cc1cc2nnc(SCC(=O)Nc3cccc(S(=O)(=O)N4CCOCC4)c3)n2c2ccccc12	0.8	1	1	5	-2	-2	1	0.83	1	0.8
CCN(CC)S(=O)(=O)c1ccc(Cl)c(NC2=NCCCCC2)c1	1.1	1	-24	-23	-2	-8	1.1	0.9	1.1	1.1
Cc1nn2c(=S)[nH]nc2[nH]c1=O	1.1	1	-3	-4	2	-3	0.9	1.2	1	1
COc1ccc(CC(=O)OCC(=O)Nc2c(C)n(C)n(-c3ccccc3)c2=O)cc1	1.1	1.1	2	-5	-7	-5	1	0.98	1.1	1.1
COc1ccc(NC(=O)c2ccc(S(=O)(=O)N(C)C)cc2)cc1	1	1	-5	19	-4	6	1	1.2	0.9	1
Cc1ccc(NC(=O)c2ccc(Cl)cc2[N+](=O)[O-])nc1	1	1.1	-6	-24	-8	-5	1	0.93	1.1	1
COC(=O)c1ccc(COc2ccccc2[N+](=O)[O-])o1	0.9	1	-1	33	2	6	1.1	1.3	0.9	0.9
Cc1cccc(NC(=O)NCC(F)(F)F)n1	1.1	1	-16	7	-3	-1	1	1.1	1	1.1
COc1ccc(CNC(=O)COC(=O)[C@H](Cc2c[nH]c3ccccc23)NC(=O)c2cccs2)cc1	0.9	1	-8	-6	-4	-4	1	0.83	1	0.8
CCOC(=O)c1c(NC(=O)CSc2nnc(-c3cccnc3)o2)sc(C)c1C	1.2	1	-9	23	0	-3	0.9	1.3	1	1.1

3 entries already listed, ordered by their value in APP 5'UTR act, descending:
molecule	APP 5'UTR act
Cc1cccc(NC(=O)NCC(F)(F)F)n1	7
CCCn1nnnc1NCc1ccc(Cl)cc1Cl	-7
CCc1cc2ccc(OC)cc2nc1SCC(=O)NNC(=O)c1ccco1	-11

Further structures:
SMILES	PMI act hi M6P	TNAP act hiacc	TNAP inh noacc	APP 5'UTR act	TNAP inh hiacc	FLuc inh counter	bIAP activator	NF-kB expr up	FLuc act counter	PMI act
Cc1[nH]c(=S)[nH]c(=O)c1CCOc1ccccc1	1.1	1	-2	13	2	-5	0.8	1	1	1
CCCCn1cnc(C(=O)OCC)c1N	1	1	-3	0	4	20	1	1.7	0.8	1
CCC(C)N=C1SCC(C)(/C=N/O)S1 (configuration not stated)	0.9	1	-9	5	1	-1	1	1.1	1	0.9
CSc1nc2sc3c(c2c(=O)n1C)CCC(C)C3 (configuration not stated)	1	1	7	16	0	8	1	2.1	0.9	1
COc1cccc(CN2CCCC(CNC(=O)c3ccc(F)cc3)C2)c1OC (configuration not stated)	·	1	-3	8	2	-5	1	1.1	1.1	·
COc1ccc(C(C(=O)NCC2CCCO2)N(C(=O)CNC(=O)c2cccs2)c2ccc(NC(C)=O)cc2)cc1OC (configuration not stated)	0.9	0.9	2	-5	6	1	1.2	·	1	1
CC1CN(C(=O)C(C)Sc2nnnn2C)CC(C)O1 (configuration not stated)	1	1	-4	-11	-1	-7	1	0.96	1.1	1
CCc1ccc(OCC(=O)Nc2ccc(-c3nc4ccccc4o3)c(O)c2)cc1	1.1	1	-53	7	-4	-3	1.6	1.6	1	1.1
O=c1c2ccccc2c(C=Nc2ccc(Cl)cn2)c(O)n1-c1cc(Cl)ccc1N1CCOCC1	1	1	-8	-2	-1	-7	0.9	1	1.1	1.1
O=C(Nc1cccc(Cl)c1N1CCCCC1)c1ccc(N2CCOCC2)c([N+](=O)[O-])c1	0.9	0.9	-7	-14	7	-5	1.3	1.1	1.1	0.8
O=S(=O)(NCCc1ccccn1)c1ccc(F)c(F)c1	0.6	1	-4	2	-2	-5	0.9	1	1	1
C=CCN1C=C/C(=C\C=C(C#N)C#N)c2ccccc21	0.6	0.5	29	-13	50	24	0.9	0.63	0.8	0.7
O=C(CSc1nnc(-c2ccncc2)n1CC1CCCO1)NCc1ccccc1 (configuration not stated)	0.9	1	-11	-10	0	-5	0.9	1	1	0.9
O=C(CN1C(=O)c2ccccc2C1=O)NCc1ccccn1	0.9	1	-10	3	2	-2	0.8	1	1	0.9
COc1ccc(C(CC(=O)O)NC(=O)COc2ccccc2)cc1 (configuration not stated)	1	1	-13	-10	-3	-5	0.9	1	1.1	1
COc1ccc(-n2ccnc2SCC(=O)Nc2ccc(OC)cc2OC)cc1	1	1.1	-12	11	-8	-5	1	0.86	1.1	1
N#Cc1ccc(N2CCCC2C(=O)O)c([N+](=O)[O-])c1 (configuration not stated)	1.1	1	-2	14	2	-1	0.9	1	1	1
C[C@@H]1NC(=O)[C@H](CCC(=O)O)NC(=O)c2cc([N+](=O)[O-])cc(F)c2NCCC[C@@H](C(N)=O)NC1=O	0.9	1	-9	10	-2	-7	1	0.91	1.1	1.1
COc1ccc([N+](=O)[O-])cc1NC(=S)NC(C)=O	1	1	-12	15	-4	-10	1	1	1.1	1
COc1ccc(NC(=O)C23CC4CC(C2)CC(c2ccc(C)cc2)(C4)C3)cc1	0.8	1.1	-14	9	-11	-3	0.9	0.89	1	0.8
CCOC(=O)/C(C#N)=C/c1cn(CCC(=O)O)nc1-c1cccc(Cl)c1	1.1	1.1	-2	7	-6	0	1.1	0.86	1	1.2
COc1ccc(OCC(=O)N/N=c2\oc3c(OC)cccc3cc2C(N)=O)cc1	1	1	-14	3	-1	-5	0.9	0.86	1.1	0.9
Cc1ccc(NC(=O)CCCSc2ccccc2)cc1S(=O)(=O)N1CCOCC1	0.9	1	-12	8	-3	-3	0.9	0.9	1	0.9
FC(F)(F)c1ccc(Oc2ccc(Cl)cc2Br)nc1	0.9	1.1	-5	15	-6	-4	1	1.1	1	1
CC(=O)c1cc2c(cc1NS(=O)(=O)c1ccccc1C)OCO2	0.9	1.1	-6	-6	-7	-8	1	1	1.1	0.9
COC(=O)c1sccc1NC(=O)Nc1cccc(F)c1	0.8	1.1	-9	4	-5	3	1	0.8	1	0.8
Nc1ccc(N2CCN(c3ccccc3)CC2)c(F)c1	0.8	1	-7	-4	-4	-8	1	1.8	1.1	0.9
O=c1c2ccccc2nc(CSc2nnnn2-c2ccccc2)n1-c1ccccc1Cl	1.1	1	-8	-3	0	-5	0.9	1.4	1	1.1
COc1cc(C)c(CNC2CCCCC2)cc1C	1	1	-13	-1	1	-2	0.9	1.1	1	1
OCCC1CN(Cc2cc3c(cc2Cl)OCO3)CCN1C1CCCCC1 (configuration not stated)	0.9	1	0	7	-1	-4	1.1	1.3	1	0.9

Random excerpt: 4 entries already listed.
SMILES	PMI act hi M6P	TNAP act hiacc	TNAP inh noacc	APP 5'UTR act	TNAP inh hiacc	FLuc inh counter	bIAP activator	NF-kB expr up	FLuc act counter	PMI act
N#Cc1ccc(N2CCCC2C(=O)O)c([N+](=O)[O-])c1 (configuration not stated)	1.1	1	-2	14	2	-1	0.9	1	1	1
COc1ccc([N+](=O)[O-])cc1NC(=S)NC(C)=O	1	1	-12	15	-4	-10	1	1	1.1	1
CC(=O)c1cc2c(cc1NS(=O)(=O)c1ccccc1C)OCO2	0.9	1.1	-6	-6	-7	-8	1	1	1.1	0.9
CCOC(=O)/C(C#N)=C/c1cn(CCC(=O)O)nc1-c1cccc(Cl)c1	1.1	1.1	-2	7	-6	0	1.1	0.86	1	1.2

Some of these compounds in order of length of the SMILES, largest number first:
SMILES	PMI act hi M6P	TNAP act hiacc	TNAP inh noacc	APP 5'UTR act	TNAP inh hiacc	FLuc inh counter	bIAP activator	NF-kB expr up	FLuc act counter	PMI act
C[C@@H]1NC(=O)[C@H](CCC(=O)O)NC(=O)c2cc([N+](=O)[O-])cc(F)c2NCCC[C@@H](C(N)=O)NC1=O	0.9	1	-9	10	-2	-7	1	0.91	1.1	1.1
OCCC1CN(Cc2cc3c(cc2Cl)OCO3)CCN1C1CCCCC1 (configuration not stated)	0.9	1	0	7	-1	-4	1.1	1.3	1	0.9
COC(=O)c1sccc1NC(=O)Nc1cccc(F)c1	0.8	1.1	-9	4	-5	3	1	0.8	1	0.8

(list continues)
SMILES	PMI act hi M6P	TNAP act hiacc	TNAP inh noacc	APP 5'UTR act	TNAP inh hiacc	FLuc inh counter	bIAP activator	NF-kB expr up	FLuc act counter	PMI act
COc1cc(OC)cc(C(=O)OCC(=O)Nc2ccc(F)cc2F)c1	0.9	1	-16	2	-4	-4	1.1	1.2	1	1
O=C(NC1=C(Nc2ccc(F)cc2)C(=O)c2ccccc2C1=O)c1ccc(Cl)cc1	0.4	0.8	9	-5	16	3	1.1	1	1	0.7
Nc1cc(-c2ccc(Br)cc2)nc2cc(-c3ccccc3)nn12	0.9	1	6	-3	2	1	0.9	1.2	1	0.9
C=CCn1c(SCC(=O)c2c(N)n(C)c(=O)n(C)c2=O)nc2sc(CC)cc2c1=O	1	1.1	-11	-8	-7	-7	0.8	1	1.1	0.9

Compound activity from PubChem.
